DNMT1 inh = DNMT1 (human) enzyme inhibition | P26358 | DNMT1 molecular beacon, Hinp1I cleavage, fluorescence | inhibition (reported as % activation of signal), % at 10 µM | 0.83% of 360,000 active; in the data active = inhibition above about 50%
Rpn11 inh = inhibitors of human proteasome Rpn11 | O00487 | human 26S proteasome, Ub4-pepOG fluorescence polarization; 20S core pre-blocked with epoxomicin | calls only at 20 µM | 0.59% of 360,000 active | AID 588493;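 active = inhibition at 20 µM, scaled to each plate's controls, above about 33%, limit read from the data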
Target sequence (O00487 whole entry, looked up): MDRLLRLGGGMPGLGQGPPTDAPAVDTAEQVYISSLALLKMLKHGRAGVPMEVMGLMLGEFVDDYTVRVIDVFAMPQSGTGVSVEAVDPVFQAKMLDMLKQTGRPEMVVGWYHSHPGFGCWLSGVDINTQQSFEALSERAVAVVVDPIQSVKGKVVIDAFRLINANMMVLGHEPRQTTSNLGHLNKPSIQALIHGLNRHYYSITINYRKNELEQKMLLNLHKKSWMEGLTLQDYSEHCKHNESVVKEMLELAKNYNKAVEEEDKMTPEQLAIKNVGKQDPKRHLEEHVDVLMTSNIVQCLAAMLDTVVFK
Neddyl block = cullin neddylation inhibition | 0.58% of 360,000 active | P61081+Q13564 | TR-FRET cullin neddylation, biochemical | calls only at 25 µM; in the data active = inhibition above about 36%
Scp1 inh = blocks human Scp-1 phosphatase activity | 0.88% of 340,000 active | Q9GZU7 | Recombinant Scp1, phosphopeptide, malachite green phosphate absorbance | inhibition, % at 20 µM;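 active = inhibition above about 50% at 20 µM, limit read from the data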;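 note: plate controls were DMSO wells with enzyme for no effect and wells lacking enzyme for full effect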
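System: truncated SCP-1 phosphatase (76-261aa); medium: Tris acetate buffer pH 5.5 with MgCl2 and Tween-20; incubation: 45 min room-temperature reaction, 5 min colour, 30 min stabiliser; compound: single 20 µM dose, 1% DMSO; reagent: Phosphorylated 17-residue peptide substrate; read-out: % inhibition at 20 µM; technique: colorimetric free-phosphate detection, absorbance 630 nm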
SUMO1-SIM PPI = alters human SUMO1 binding to SIM partners; SUMO1 binding to a labelled peptide, TR-FRET, 1 h; inhibition, % at 20 µM; 0.33% of 360,000 active; AID 602429; in the data active = inhibition above about 37%
Rin1-Abl PPI inh = blocks binding of human Rin1 to Abl. P00519+Q13671. TR-FRET Rin1/Abl binding, biochemical. 0.4% of 360,000 active. inhibition, % at 7.35 µM. AID 588664; in the data active = inhibition above about 5%, passing the limit was not always enough
NadD block = inhibitors of Staphylococcus aureus NadD. purified NadD enzyme, colorimetric absorbance read-out. inhibition, % at 20 µM. 0.78% of 360,000 active. AID 602399; in the data active = inhibition above about 26%; note: some compounds past the cut are filed as inactive
STEP inh = STEP (human) phosphatase inhibition; inhibition, % at 20 µM; 0.25% of 360,000 active; recombinant STEP, OMFP fluorogenic substrate, fluorescence;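 active = inhibition at 20 µM, scaled per plate between control wells, above about 37%, limit read from the data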;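 note: 0% = DMSO with enzyme and substrate and 100% = substrate only without enzyme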
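System: isolated STEP enzyme; schedule: 20 min enzyme reaction at room temperature, protected from light; medium: Bis-Tris buffer pH 6.0, 2.5 mM DTT, 0.005% Tween 20; signal: fluorescence, 480/540 nm; dosing: single compound dose of 20 µM, 1% DMSO final; also added: OMFP substrate, 25 µM final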
CSN inh = CSN deneddylation inhibition. Q92905. Purified CSN, SCF-Nedd8-OG deneddylation, fluorescence polarization. inhibition, % at 12.5 µM. 0.38% of 360,000 active;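 active = pattern-corrected inhibition above about 35%, with an unprinted fluorescence ratio check between 0.5 and 1.5, limit read from the data, passing the limit was not always enough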;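 note: 0% = enzyme with substrate and 100% = substrate without enzyme; some results filed as inactive read as strong as hits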
Target sequence (Q92905 whole entry, looked up, one chain of several): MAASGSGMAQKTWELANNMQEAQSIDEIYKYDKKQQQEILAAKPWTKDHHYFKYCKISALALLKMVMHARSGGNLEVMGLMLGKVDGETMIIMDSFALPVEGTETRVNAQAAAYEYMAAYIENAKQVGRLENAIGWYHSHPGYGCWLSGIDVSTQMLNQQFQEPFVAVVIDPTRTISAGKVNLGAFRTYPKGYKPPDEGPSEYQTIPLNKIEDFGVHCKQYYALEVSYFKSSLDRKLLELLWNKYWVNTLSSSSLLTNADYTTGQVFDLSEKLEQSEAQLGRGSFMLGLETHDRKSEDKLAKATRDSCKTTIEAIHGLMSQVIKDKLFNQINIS
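Assay system: HEK293T-derived human Csn5 enzyme; quantity: 0.24 nM enzyme; medium: Tris/NaCl/DTT buffer, pH 7.5; also added: substrate SCFSkp2-Nedd8OG, 10 nM; doses: 12.5 µM compound; schedule: 90 min reaction at room temperature; signal: FP; read-out: % inhibition of substrate cleavage by Csn5; benchmarks: substrate-only high control, full reaction low control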
LMPTP block = LMPTP (human) inhibition; P24666; recombinant LMPTP-A, OMFP fluorogenic substrate, fluorescence intensity; inhibition, % at 20 µM; 0.22% of 360,000 active; AID 651560;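 active = compounds that cut the enzyme signal by at least half of the control window in the single-dose screen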;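 note: plate controls were DMSO wells with enzyme plus substrate for no effect and substrate without enzyme for full effect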
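Material: LMPTP-A; amount: 0.625 nM enzyme; doses: single 20 µM dose; times: reaction 50 min, room temperature, dark; technique: fluorescence intensity of OMFP turnover product; benchmarks: no-enzyme and uninhibited controls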
* hit, by the source's call.

`CC1CC(C)CN(C(=O)COC(=O)c2cc(S(=O)(=O)N3CCOCC3)ccc2F)C1` (stereo not given) gave DNMT1 inh 6.1, Rpn11 inh inactive, Neddyl block inactive, Scp1 inh -3.4, SUMO1-SIM PPI -0.4, Rin1-Abl PPI inh 1.7, NadD block 2.2, STEP inh 1.7, CSN inh 3.3 and LMPTP block -1.7.
For Cc1n[nH]c(=O)nc1N/N=C/c1ccc(O)c([N+](=O)[O-])c1 the results were DNMT1 inh 72.9*, Rpn11 inh inactive, Neddyl block inactive, Scp1 inh 7.1, SUMO1-SIM PPI -19.4, Rin1-Abl PPI inh 3.7, NadD block -1.3, STEP inh 1.9, CSN inh -13.8 and LMPTP block -10.0.
Fc1ccc(-c2csc(N3CCSCC3)n2)cc1 was read as DNMT1 inh 1.1, Rpn11 inh inactive, Neddyl block inactive, Scp1 inh -3.3, SUMO1-SIM PPI -9.6, Rin1-Abl PPI inh 0.1, NadD block -6.4, STEP inh 0.4, CSN inh -4.6 and LMPTP block 2.7.
Screening Cc1ccc(Cl)cc1N1CCN(Cc2nc3ccsc3c(=O)[nH]2)CC1 returned DNMT1 inh -3.6, Rpn11 inh inactive, Neddyl block inactive, Scp1 inh -9.6, SUMO1-SIM PPI 0.1, Rin1-Abl PPI inh 0.6, NadD block -3.4, STEP inh -1.1, CSN inh 2.0 and LMPTP block -0.7.
`C[C@@H]1CN([C@H](C)CO)C(=O)c2c(c3ccccc3n2C)-c2ccccc2CO[C@H]1CN(C)C(=O)CCC(F)(F)F` gave DNMT1 inh 5.4, Rpn11 inh inactive, Neddyl block inactive, SUMO1-SIM PPI 1.0, Rin1-Abl PPI inh -3.1, NadD block 4.1, STEP inh -0.7, CSN inh 3.0 and LMPTP block -1.1.
For O=C(c1cc(=O)[nH]c2ccccc12)N1CCN(c2ccc([N+](=O)[O-])cc2)CC1 the results were DNMT1 inh -1.9, Rpn11 inh inactive, Neddyl block inactive, Scp1 inh -12.3, SUMO1-SIM PPI -17.4, Rin1-Abl PPI inh -5.6, NadD block -4.8, STEP inh 3.4, CSN inh 5.0 and LMPTP block 2.3.
CCn1c(=N)c(S(=O)(=O)c2ccccc2)cc2c(=O)n3ccccc3nc21 was read as DNMT1 inh -0.9, Rpn11 inh inactive, Scp1 inh 6.3, SUMO1-SIM PPI -13.1, Rin1-Abl PPI inh -1.6, NadD block -1.3, STEP inh 1.9, CSN inh 7.8 and LMPTP block -0.8.
Screening Cc1nn(CCO)c2c1C(=O)CCC2 returned DNMT1 inh 0.7, Rpn11 inh inactive, Neddyl block inactive, Scp1 inh -8.5, SUMO1-SIM PPI -0.6, Rin1-Abl PPI inh -1.9, NadD block 0.5, STEP inh 0.0, CSN inh -2.8 and LMPTP block 0.0.
For Clc1ccc2c(NCc3ccco3)ncnc2c1 the results were DNMT1 inh 2.1, Rpn11 inh inactive, Neddyl block inactive, Scp1 inh 3.0, SUMO1-SIM PPI 0.1, Rin1-Abl PPI inh -1.5, NadD block -2.3, STEP inh -5.6, CSN inh -4.1 and LMPTP block -0.1.
CCC1(CC)Cc2ccccc2C(=C(C#N)C#N)N1 was read as DNMT1 inh 1.2, Rpn11 inh inactive, Neddyl block inactive, Scp1 inh -8.6, SUMO1-SIM PPI 1.9, Rin1-Abl PPI inh -0.3, NadD block -1.9, STEP inh 3.1, CSN inh 1.7 and LMPTP block -0.8.
Screening FC(F)(F)c1ccccc1-n1c(CN2CCCCC2)n[nH]c1=S returned DNMT1 inh -1.0, Rpn11 inh inactive, Neddyl block inactive, Scp1 inh 4.7, SUMO1-SIM PPI -0.1, Rin1-Abl PPI inh -1.0, NadD block -0.9, STEP inh 10.6, CSN inh 3.0 and LMPTP block -1.8.
`COc1ccc(S(=O)(=O)N(CC(=O)NCc2cccnc2)c2ccc(C)cc2)cc1OC` gave DNMT1 inh 0.9, Rpn11 inh inactive, Neddyl block inactive, Scp1 inh -7.5, SUMO1-SIM PPI -4.6, Rin1-Abl PPI inh 2.6, NadD block -3.8, STEP inh 1.1, CSN inh 3.1 and LMPTP block -1.1.

Some of these compounds in order of formula weight, descending:
`COc1ccc(S(=O)(=O)N(CC(=O)NCc2cccnc2)c2ccc(C)cc2)cc1OC` gave DNMT1 inh 0.9, Rpn11 inh inactive, Neddyl block inactive, Scp1 inh -7.5, SUMO1-SIM PPI -4.6, Rin1-Abl PPI inh 2.6, NadD block -3.8, STEP inh 1.1, CSN inh 3.1 and LMPTP block -1.1.
For Cc1n[nH]c(=O)nc1N/N=C/c1ccc(O)c([N+](=O)[O-])c1 the results were DNMT1 inh 72.9*, Rpn11 inh inactive, Neddyl block inactive, Scp1 inh 7.1, SUMO1-SIM PPI -19.4, Rin1-Abl PPI inh 3.7, NadD block -1.3, STEP inh 1.9, CSN inh -13.8 and LMPTP block -10.0.
For Clc1ccc2c(NCc3ccco3)ncnc2c1 the results were DNMT1 inh 2.1, Rpn11 inh inactive, Neddyl block inactive, Scp1 inh 3.0, SUMO1-SIM PPI 0.1, Rin1-Abl PPI inh -1.5, NadD block -2.3, STEP inh -5.6, CSN inh -4.1 and LMPTP block -0.1.

Compounds from the list above that have a Cl atom (2):
Screening Cc1ccc(Cl)cc1N1CCN(Cc2nc3ccsc3c(=O)[nH]2)CC1 returned DNMT1 inh -3.6, Rpn11 inh inactive, Neddyl block inactive, Scp1 inh -9.6, SUMO1-SIM PPI 0.1, Rin1-Abl PPI inh 0.6, NadD block -3.4, STEP inh -1.1, CSN inh 2.0 and LMPTP block -0.7.
For Clc1ccc2c(NCc3ccco3)ncnc2c1 the results were DNMT1 inh 2.1, Rpn11 inh inactive, Neddyl block inactive, Scp1 inh 3.0, SUMO1-SIM PPI 0.1, Rin1-Abl PPI inh -1.5, NadD block -2.3, STEP inh -5.6, CSN inh -4.1 and LMPTP block -0.1.

Screening data (PubChem)
